Assay outcomes deposited in PubChem BioAssay by several laboratories.
HePTP inh: inhibitors of human HePTP phosphatase; P35236; inhibition, % at 20 µM; recombinant HePTP phosphatase activity, OD absorbance; actives 0.64% (n = 110,000); in the data active = inhibition above about 50%;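 note: plate controls were vehicle for no effect and reference inhibitor for full effect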
Target sequence (P35236 whole entry, looked up): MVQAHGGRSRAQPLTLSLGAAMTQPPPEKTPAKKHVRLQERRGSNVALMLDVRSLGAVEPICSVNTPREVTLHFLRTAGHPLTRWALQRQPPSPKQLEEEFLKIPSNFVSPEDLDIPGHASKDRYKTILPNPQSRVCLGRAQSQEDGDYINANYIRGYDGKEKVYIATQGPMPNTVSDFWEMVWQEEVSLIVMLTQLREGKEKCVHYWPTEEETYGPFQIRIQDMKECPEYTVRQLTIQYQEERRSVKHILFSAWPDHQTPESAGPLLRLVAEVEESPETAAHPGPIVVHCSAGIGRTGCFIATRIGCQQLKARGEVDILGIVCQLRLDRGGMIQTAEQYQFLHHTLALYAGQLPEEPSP
BAP1 block: inhibitors of human BAP1 deubiquitinase | activity remaining (% of control), % at 20 µM | AID 436 | recombinant BAP1, Ub-AMC hydrolysis fluorescence kinetic; stronger effect = lower value | Q92560 | actives 0.48% (n = 72,000);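 active = activity remaining at or below 50% of control, provided the compound also passes the data quality filters; inactive = the rest, including low values that fail the filters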;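 note: 100% = DMSO wells rate and 0% = substrate alone blank rate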
Target sequence (Q92560 whole entry, looked up): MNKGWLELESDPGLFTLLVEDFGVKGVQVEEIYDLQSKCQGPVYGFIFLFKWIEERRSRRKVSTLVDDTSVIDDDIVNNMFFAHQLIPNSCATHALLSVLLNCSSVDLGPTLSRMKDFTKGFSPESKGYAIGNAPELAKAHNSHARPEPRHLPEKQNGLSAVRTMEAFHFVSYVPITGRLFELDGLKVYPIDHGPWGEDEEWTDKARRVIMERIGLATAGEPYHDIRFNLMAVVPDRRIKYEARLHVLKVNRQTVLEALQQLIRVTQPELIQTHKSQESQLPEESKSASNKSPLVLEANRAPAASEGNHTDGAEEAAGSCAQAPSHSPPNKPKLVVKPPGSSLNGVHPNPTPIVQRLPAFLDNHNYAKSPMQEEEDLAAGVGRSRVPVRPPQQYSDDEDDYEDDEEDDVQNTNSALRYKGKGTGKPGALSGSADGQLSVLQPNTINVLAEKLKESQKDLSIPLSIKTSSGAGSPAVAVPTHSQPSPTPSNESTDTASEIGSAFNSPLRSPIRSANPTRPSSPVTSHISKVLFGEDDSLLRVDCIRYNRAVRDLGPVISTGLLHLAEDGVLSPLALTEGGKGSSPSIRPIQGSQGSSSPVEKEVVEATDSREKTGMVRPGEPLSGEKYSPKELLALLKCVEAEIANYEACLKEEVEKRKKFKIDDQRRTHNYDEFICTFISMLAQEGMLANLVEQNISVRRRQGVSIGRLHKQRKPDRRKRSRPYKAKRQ
Active calls of the source: *; . = no result given; & = joins results of further samples.

Values in the order: HePTP inh, BAP1 block
COc1ccc(-c2nnc(NC(=O)C(C)C)o2)cc1
    8, 104
CCOC(=O)c1[nH]c2c([N+](=O)[O-])cc(C)cc2c1C
    -5, .
CCOC(=O)c1ccccc1NC(=O)CN1CCC(n2nnc3cc(F)ccc32)CC1
    6, 87
CCCCn1c2nc3ccccc3nc2c2c(=O)n(CCC)cnc21
    5, .
O=C(NC(=S)Nc1ccc(Cl)cc1Cl)c1cccs1
    -8, .
O=C1C(Nc2ccc(Cl)cc2)=C(N2CCOCC2)C(=O)c2ccccc21
    6, .
CCN(CC)CCN1C(=O)C(=O)/C(=C(/O)c2c(C)[nH]c(C(=O)OC)c2C)C1c1ccco1 (stereo unspecified)
    2, 117
O=C(c1ccc(Br)cc1)c1ccc2c(c1)OCCO2
    -12, .
Nn1c(SCc2nc3ccccc3[nH]2)nnc1-c1cccnc1
    3, .
CCOC(=O)c1ccc(-c2ccc(/C=C3/SC(N)=NC3=O)o2)cc1
    -16, .
CC(C)C(=O)N1CCC(CN=Cc2c(O)n(C3CCCCC3)c(=O)n(C3CCCCC3)c2=O)CC1
    2, 100
COc1cc2[nH]c(=O)n(CCC(=O)N3CCN(c4cccc(C)c4C)CC3)c(=O)c2cc1OC
    7, .
O=C(CSc1nc2ccc(N3C(=O)c4ccccc4C3=O)cc2s1)Nc1ccccc1F
    -2, .
O=Cc1ccc(-c2ccc(F)cc2F)o1
    -8, .
O=C(NC1CCCCC1NC(=O)c1cccs1)c1cccs1 (stereo unspecified)
    9, 90
Cc1ccccc1N1C(=O)C2ON(c3ccccc3)C(c3cccnc3)C2C1=O (stereo unspecified)
    -4, 69
O=C1NC(=S)N(c2ccccc2)C(=O)/C1=C/c1cc(Cl)cc(Cl)c1O
    10, .
Cc1cc2sc3ccccc3c(=O)c2cc1O
    6, .
CCOC(=O)CC(=O)Nc1nnc(C(C)C)s1
    5, 117
O=[N+]([O-])c1ccc(-c2nc(C3CCCCC3)no2)cc1
    ., 79
CCC(c1nnc(SCC(=O)NCCc2ccc(Cl)cc2Cl)o1)N(C)C (stereo unspecified)
    -2, 112
Oc1cccc(Nc2nc(NCC3CCCO3)c3ccccc3n2)c1 (stereo unspecified)
    10, 69
CC(C)(C)C(=O)/C=C/c1ccc([N+](=O)[O-])cc1
    -1, .
O=C(COC(=O)c1cc(-c2ccco2)nc2ccccc12)NCc1ccc2c(c1)OCO2
    -2, 126
CCc1ccc(NC(=O)C(=O)NCCN2CCN(C(=O)c3cccc(Br)c3)CC2)cc1
    8, .
Cc1n[nH]c(=O)nc1NCc1ccccc1Cl
    8, 112
CCC(=O)NCCc1cc2cc(C)c(C)cc2[nH]c1=O
    0, 77
Cc1c(NC(=O)CCCN2C(=O)c3cccc4cccc(c34)C2=O)c(=O)n(-c2ccccc2)n1C
    12, .
CCCc1cc(-c2[nH]ncc2-c2ccc3c(c2)OCCCO3)c(O)cc1O
    4, 95
Cc1cc(C)nc(N2CCN(C(=O)c3cccc(Br)c3)CC2)n1
    -15, .

Values in the order: HePTP inh, BAP1 block
Cc1nnc(SCCn2c(N3CCC(C)CC3)nc3c2c(=O)n(C)c(=O)n3C)s1
    ., 111
COc1ccc(-c2cc(C(F)(F)F)n3ncc(C(=O)Nc4cc(Cl)ccc4O)c3n2)cc1
    6, .
CCN(CC)S(=O)(=O)c1cccc(C(=O)Nc2ccc(Cl)cn2)c1
    14, 88
Cc1ccc2[nH]c(=O)c(CN(Cc3cccs3)Cc3nnnn3CC3CCCO3)cc2c1 (stereo unspecified)
    2, 104
CSc1ccc(S(=O)(=O)N(CC(=O)Nc2ccc3ccccc3c2)c2ccc(C)cc2)cc1
    -8, .
COc1ccc(NC(=O)C2CCCCN2S(=O)(=O)c2ccc(F)cc2)cc1 (stereo unspecified)
    15, 99
O=C(/C=C/c1ccccc1Cl)NCC1CCCO1 (stereo unspecified)
    -5, .
Cc1cc(=O)oc2cc(NC(=O)C3COc4ccccc4O3)ccc12 (stereo unspecified)
    14, .
COc1ccc(C(=O)Nc2ccccc2)cc1NS(=O)(=O)c1ccc(C(C)(C)C)cc1
    7, .
CCN(CC)C(=O)Oc1ccc2c(=O)c(-c3ccc(OC)cc3)coc2c1
    0, 102
CCNC(=O)CC1SC(=Nc2ccccc2C)N(C)C1=O (stereo unspecified)
    -4, 117
Cc1cc(-c2ccccc2C(=O)NCc2ccccc2)on1
    6, 60
CCCCc1ccc(CCCCC(=O)O)s1
    -3, .
Cc1cccc(-c2noc(CCc3ccccc3)n2)c1
    6, 81
Clc1ccc(-c2noc(-c3ccc(I)cc3)n2)cc1
    -5, .
CCN(C(=O)c1coc(=O)c2ccccc12)c1cc(OC)ccc1OC
    10, 113
COC(=O)[C@H](Cc1ccccc1)NC(=O)N1CC(C)OC(C)C1 (stereo partly specified)
    -4, 94
Cc1cc2ccccc2c(=O)n1CC(=O)Nc1ccc2c(c1)OCO2
    13, 72
c1ccc(-c2nnc(Cn3c4ccccc4c4nc5ccccc5nc43)o2)cc1
    -9, .
CC(=Nc1ccccc1)Nc1ccccc1
    7, 89
O=C(NCCN1C(=O)CSC1=O)c1ccccc1
    5, 96
C=C(C)CNC(=S)NNC(=O)c1cccc(C)c1[N+](=O)[O-]
    8, .
Cc1cc(NC(=O)CSc2nc3sc4c(c3c(=O)n2C)CCCC4)no1
    3, .
COc1cc(NC(=O)/C=C/c2ccc(OC)c(Br)c2)c(OC)cc1Cl
    -2, .
CC12C=CC(O1)C1C(=O)N(c3ccccc3)C(=O)C12 (stereo unspecified)
    5, .
COc1ccccc1C(=O)N1CCN(c2cccc(C(F)(F)F)c2)CC1
    -7, 116
Cc1ccccc1OCC(=O)N1CCCc2ccccc21
    -5, 97
CS(=O)(=O)N(CC(=O)N1CCOCC1)c1ccc(Oc2ccccc2)cc1
    13, .
COc1ccc(CNC(=O)C2CC(=O)N(c3ccc(OCC(=O)N4CCCCC4)cc3)C2)cc1 (stereo unspecified)
    7, 110
CC(C)c1ccccc1NC(=O)CCN1C(=O)c2ccccc2C1=O
    -11, .

Values in the order: HePTP inh, BAP1 block
CCOC(=O)C(NC(=O)c1cccnc1)(Nc1cccc(C)n1)C(F)(F)F (stereo unspecified)
    -3, 105
O=C(Nc1ccccc1C(=O)NCc1ccco1)NC1CCCCC1
    -3, .
CCc1ccc(OCCCC(=O)O)c(Br)c1
    2, 99
O=c1[nH]nc(SCc2cccc3ccccc23)c(=O)[nH]1
    4, .
CC(C)(C)C(=O)CC(=O)Nc1ccc(Cl)c(N)c1
    2, 90
CCSc1nnc(NC(=O)CN(C)S(=O)(=O)c2ccc(F)cc2)s1
    9, 82
CCCCOC(=O)n1ccc(C(=O)Nc2ccccc2OC)n1
    3, 110
Cc1cccc(-n2c(O)c(C=Nc3c(C)n(C)n(-c4ccccc4)c3=O)c3ccccc3c2=O)n1
    10, 94
CCOc1cc(/C=C2/SC(=S)N(C)C2=O)cc(Br)c1OCc1ccccc1F
    -13, .
Cc1cc(NC(=O)CSc2nc(C3CCCCC3)nc3ccccc23)no1
    12, 83
CCOC(=O)C1=C(C)NC2=C(C(=O)c3ccccc32)C1c1ccc(OC)c(OC)c1 (stereo unspecified)
    10, .
Cc1ccc(NC(=O)COC(=O)Cn2c(C)csc2=O)cc1
    9, 100
Cc1cc(C)cc(OCC(=O)NCCN2CCOCC2)c1
    6, 95
O=Cc1cc(OCc2ccccc2)ccc1O
    2, .
CCC(=O)Nc1cccc(-c2csc(-c3ccccc3)n2)c1
    ., 95
O=C(NCC(c1cccs1)N1CCOCC1)c1ccc(Cl)s1 (stereo unspecified)
    12, 102
CCOC(=O)c1sc(NC(=O)c2cccs2)cc1C
    6, 106
Cc1cccc(N(CC(=O)Nc2c(C)n(C)n(-c3ccccc3)c2=O)S(C)(=O)=O)c1C
    2, .
CCCCn1c(CCCO)nc2ccccc21
    -4, .
Cc1cc(C)n(-c2nnc(C)n2NS(=O)(=O)c2ccc(F)cc2)n1
    1, 107
CCOC(=O)C1(CCSC)NC(c2ccco2)C2C(=O)N(C)C(=O)C21 (stereo unspecified)
    -3, 97
COC(=O)C1=C(C)N(C)C(=O)/C1=C\c1ccc(Br)cc1
    9, .
COc1ccc(C(NC(C)=O)c2ccc3cccnc3c2O)cc1 (stereo unspecified)
    ., 63
C=CCn1c(-c2cccc(Cl)c2)n[nH]c1=S
    1&-2, 94
O=C1CC(S(=O)(=O)O)c2ccccc2/C1=N/O (stereo unspecified)
    -3, .
COCCN(CCOC)C(=O)c1sc2nc(-c3ccccc3)cn2c1C
    2, 130
CCOC(=O)c1[nH]c(C)c(C(C)=O)c1C
    -8, .
COc1ccc(NC(=O)C2CCCN(S(=O)(=O)c3c(C)n[nH]c3C)C2)c(OC)c1 (stereo unspecified)
    10, 84
O=C(COC(=O)c1cccs1)NCC1CCCO1 (stereo unspecified)
    1, 112
CCCC1c2ccc(C)n2CCN1C(=O)Nc1ccccc1Cl (stereo unspecified)
    -1, 55

6 compounds drawn at random from the list so far, as already listed:
Values in the order: HePTP inh, BAP1 block
O=Cc1cc(OCc2ccccc2)ccc1O
    2, .
CCC(=O)Nc1cccc(-c2csc(-c3ccccc3)n2)c1
    ., 95
COC(=O)C1=C(C)N(C)C(=O)/C1=C\c1ccc(Br)cc1
    9, .
CCOC(=O)c1sc(NC(=O)c2cccs2)cc1C
    6, 106
Cc1ccc(NC(=O)COC(=O)Cn2c(C)csc2=O)cc1
    9, 100
CCc1ccc(OCCCC(=O)O)c(Br)c1
    2, 99

3 entries out of the list above, arranged by the value under HePTP inh, ascending:
| compound | HePTP inh |
| --- | --- |
| Cc1ccc2[nH]c(=O)c(CN(Cc3cccs3)Cc3nnnn3CC3CCCO3)cc2c1 (stereo unspecified) | 2 |
| Cc1cc(NC(=O)CSc2nc3sc4c(c3c(=O)n2C)CCCC4)no1 | 3 |
| COc1ccc(CNC(=O)C2CC(=O)N(c3ccc(OCC(=O)N4CCCCC4)cc3)C2)cc1 (stereo unspecified) | 7 |

More results.
Values in the order: HePTP inh, BAP1 block
CCN(CC)S(=O)(=O)c1ccc(-c2nnc(SCC(=O)N3c4ccccc4CC3C)o2)cc1 (stereo unspecified)
    -1, 76
COc1ccc(OC(=O)c2cc3ccccc3o2)cc1
    9, 98
CCOc1ccc2ccccc2c1/C=N\NC(=O)c1ccc([N+](=O)[O-])cc1
    -2, .
CCCc1cc(=O)[nH]c(SCC)n1
    11, 92
CCOC(=O)CNc1nc(OCC#N)nc(N2CCOCC2)n1
    2, 102
Cc1ccccc1NC(=O)C1CC(=O)N(c2ccc(Cl)cc2)C1 (stereo unspecified)
    -8, .
O=C(CCn1c(=O)oc2ccccc21)Nc1cccc(Cl)c1
    4, 90
CN1CCN(CCCNC(=O)c2ccc(CS(=O)(=O)c3ccc(Br)cc3)o2)CC1
    -5, 91
CCOc1cc(/C=C(\C#N)c2nc3ccc(C)cc3[nH]2)cc(I)c1OC
    0, .
Clc1ccc(-n2ncc3c(N4CCCC4)ncnc32)cc1
    -6, 71
CC1C(c2ccccc2)NC(c2ccccc2)C(C)C1(O)c1ccccc1 (stereo unspecified)
    -3, .
COc1ccc(N2CCN(Cc3cc(=O)oc4ccc(Cl)cc34)CC2)cc1
    5, 74
O=C1NC(=Nc2ccc(Br)cc2)S/C1=C\c1ccc([N+](=O)[O-])cc1
    -4, .
Cc1ccccc1CSc1nc2c(c(=O)[nH]1)CCC2
    6, 91
CCC(c1ccccc1)c1nnc(N)s1 (stereo unspecified)
    3, 121
COCCN(CCOC)C(=O)C12CCC(C)(C(=O)C1)C2(C)C (stereo unspecified)
    -1, 113
Oc1ccccc1-c1nc(-c2ccccc2)c(-c2cccs2)[nH]1
    -2, .
COC(=O)C1=C(O)/C(=C\c2ccc([N+](=O)[O-])cc2)N=C1C
    6, .
COc1cc(C(=O)O/N=C(/c2ccncc2)c2ccc([N+](=O)[O-])cc2)cc(OC)c1OC
    3, .
CCC(C)NC(=O)CC(NS(=O)(=O)c1ccc(Cl)cc1)c1ccco1 (stereo unspecified)
    3, 87
COc1cc2c(cc1NC(=O)CCCN1C(=O)CCC1=O)oc1ccccc12
    6, 85
COc1cccc(C(=O)N2CCN(C(=O)c3cccs3)CC2)c1
    -9, .
COc1ccc(C(CC(=O)c2ccccc2)S(=O)(=O)c2ccc(C)cc2)cc1 (stereo unspecified)
    -5, .
Cc1cn(COC/C=C/c2ccccc2)c(=O)[nH]c1=O
    3, 123
CC1(C)CC(=O)c2cc(C(=O)NCCO)c(=O)n(-c3ccccc3)c2C1
    4, .
CCOC(=O)C(=CNc1cc(Cl)ccc1OC)C(=O)OCC
    3, .
O=C(COc1ccc2ccccc2c1)N1CCN(S(=O)(=O)c2ccc(Cl)cc2)CC1
    -12, .
COCCc1nnc(NC(=O)Cc2ccccc2)s1
    2&-1, 113
CCSc1nnc(Cn2c(=O)sc3ccccc32)n1-c1ccc(OC)cc1
    -4, 102
Cc1cc(C)nc(/N=C2\NC(=O)CC(C(=O)O)N2CCc2c[nH]c3ccccc23)n1 (stereo unspecified)
    5, 108
CCOC(=O)c1ccc(N2C(=O)C(O)=C(C(C)=O)C2c2ccc(O)c(OC)c2)cc1 (stereo unspecified)
    6, 95
O=C(CCCn1c(=O)oc2ccccc21)N1CCc2ccccc2C1
    7, .

Part of the list above in another layout.
COc1ccc(C(CC(=O)c2ccccc2)S(=O)(=O)c2ccc(C)cc2)cc1 (stereo unspecified)
  HePTP inh = -5 | BAP1 block = .
Cc1cn(COC/C=C/c2ccccc2)c(=O)[nH]c1=O
  HePTP inh = 3 | BAP1 block = 123
CC1(C)CC(=O)c2cc(C(=O)NCCO)c(=O)n(-c3ccccc3)c2C1
  HePTP inh = 4 | BAP1 block = .
